RGS4 inhibitor: inhibitors of human regulator of G protein signaling 4; P49798; Transcreener GDP fluorescence polarization, RGS4-accelerated GTP hydrolysis; Potency, µM (top dose mostly 114 µM), inactives show at the highest dose activity change, negative = inhibition, usual class: inhibitors; AID 504845; hit rate 0.039% among 390,000; further: on the % scale 0 is the no-effect control and ±100 the full control effect; nearly all actives have a fitted effect of over 75% in size; some results filed as inactive show a strong effect at the top dose
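MLSMR compounds (23 nl, pin-transferred) preincubated 10 min at room temperature with a 500nM (2x) first reagent, then RGS4 at 900nM (2x) plus Transcreener GDP mix added; fluorescence polarization (620/688 nm) read before and after 90 min at 30 °C.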
GLS inh: glutaminase GLS (human) inhibition; Potency, µM (titrated, usually from 45.5 µM), for the others: at the top dose activity change, negative = inhibition, actives largely listed as inhibitors; hit rate 0.21% among 410,000; GLS enzymatic activity, qHTS titration; further: on the % scale 0 is the no-effect control and ±100 the full control effect
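Human kidney-isoform GLS in 45 mM KH2PO4 pH 8.2, 0.02% Tween-20, with compound, started with 1mM L-Glutamine (added stock). Glutamate oxidase/HRP/Amplex red coupled fluorescence read at start and after 30 min at RT.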
JMJD2A Tudor inh: blocks the human JMJD2A Tudor domain | AlphaScreen JMJD2A-Tudor / H3K4me3 peptide binding | Potency, µM (series often up to 114 µM), inactives show top-dose activity change, negative = inhibition, actives largely listed as inhibitors | hit rate 4.4% among 390,000 | AID 504339; further: on the % scale 0 is the no-effect control and ±100 the full control effect; nearly all actives have a fitted effect of over 50% in size
rTrxR1 inhibitor: blocks rat thioredoxin reductase 1; recombinant rTrxR1, NADPH fluorescence consumption, selenite substrate; O89049; AID 588453; hit rate 1% among 390,000; Potency, µM (series often up to 114 µM), inactives show top-dose activity change, negative = inhibition, most hits filed as inhibitors; further: on the % scale 0 is the no-effect control and ±100 the full control effect; nearly all actives have a fitted effect of over 65% in size
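Rat TrxR1 (90 nM in the dispensed reagent) was pre-reduced with 400 uM NADPH for 5 min at room temperature, then incubated with compound for 15 min. After 400 uM selenite was added, NADPH fluorescence (Ex 340/Em 450 nm) was followed for 8 min.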
Tb PGK inh: blocks T. brucei phosphoglycerate kinase. P07378. PGK/GAPDH coupled, Kinase-Glo luminescence, 60 min. Potency, µM (titrated, usually from 57.5 µM), without a hit: at the top dose activity change, negative = inhibition, hits mostly inhibitors. hit rate 0.043% among 380,000; further: on the % scale 0 is the no-effect control and ±100 the full control effect; nearly all actives have a fitted effect of over 60% in size
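Luminescent ATP detection (Kinase-Glo Plus) follows a 60-minute room-temperature incubation, with wells lacking PGK as controls. Buffer: 100 mM TEA (pH 7.6), 5 mM MgCl2, 0.01% Tween-20. Coupling enzyme GAPDH (100 nM final) supplies unstable 1,3-BPG in-well.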
HP1b chromo inh: blocks HP1-beta chromodomain binding to methylated histone tails; Potency, µM (series often up to 114 µM), without a hit: at the top dose activity change, negative = inhibition, usual class: inhibitors; hit rate 0.56% among 390,000; AlphaScreen HP1-beta / biotin-H3K9me3 peptide binding; P83916; further: nearly all actives have a fitted effect of over 70% in size; inactives centre near 23
Target sequence (P83916 whole entry, looked up): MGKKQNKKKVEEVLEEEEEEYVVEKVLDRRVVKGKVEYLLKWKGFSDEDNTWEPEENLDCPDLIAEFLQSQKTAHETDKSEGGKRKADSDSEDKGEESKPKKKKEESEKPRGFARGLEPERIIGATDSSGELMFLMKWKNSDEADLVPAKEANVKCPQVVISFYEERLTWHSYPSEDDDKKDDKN
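HP1-beta protein (50 nM final) preincubated 30 min at room temperature with biotinylated H3(1-18)K9me3 peptide (50 nM) in PBS pH 7.4, 0.01% Tween-20, then compound added for 30 min. AlphaScreen streptavidin donor/nickel chelate acceptor beads (10 ug/mL final), 30 min dark, luminescence read.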
12-LOX inh: inhibitors of human 12S-lipoxygenase ALOX12. P18054. purified 12hLO, xylenol orange hydroperoxide absorbance. Potency, µM (series often up to 108 µM), without a hit: at the highest dose activity change, negative = inhibition, most hits filed as inhibitors. hit rate 1.1% among 580,000. AID 1671190; further: on the % scale 0 is the no-effect control and ±100 the full control effect
Target sequence (P18054 whole entry, looked up): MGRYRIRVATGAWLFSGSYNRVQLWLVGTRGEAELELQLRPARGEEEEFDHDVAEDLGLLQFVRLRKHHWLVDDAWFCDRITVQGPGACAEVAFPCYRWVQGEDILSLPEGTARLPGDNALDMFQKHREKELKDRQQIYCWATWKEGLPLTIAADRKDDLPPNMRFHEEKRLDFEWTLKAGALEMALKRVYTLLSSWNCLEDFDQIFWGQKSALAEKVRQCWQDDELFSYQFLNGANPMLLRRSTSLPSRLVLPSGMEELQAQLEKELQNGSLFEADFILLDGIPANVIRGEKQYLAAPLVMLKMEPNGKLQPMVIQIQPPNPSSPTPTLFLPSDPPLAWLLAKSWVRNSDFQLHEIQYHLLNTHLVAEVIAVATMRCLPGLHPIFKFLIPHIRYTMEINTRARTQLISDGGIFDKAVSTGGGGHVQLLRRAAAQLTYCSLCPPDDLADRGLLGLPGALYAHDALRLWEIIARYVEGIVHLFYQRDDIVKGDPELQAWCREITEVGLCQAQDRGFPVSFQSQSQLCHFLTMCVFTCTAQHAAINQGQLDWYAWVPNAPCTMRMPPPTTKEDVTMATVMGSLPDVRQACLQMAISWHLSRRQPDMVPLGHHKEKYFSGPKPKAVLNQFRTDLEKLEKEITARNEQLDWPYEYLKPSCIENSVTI
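Purified human 12hLO at 150 nM in 25 mM Hepes, 0.01% Triton X-100, pH 7.0, preincubated 15 min at room temperature with compound. Reaction started with 40 uM arachidonic acid, 30 min at room temperature. Hydroperoxide measured by Fe-xylenol orange, 573/405 nm absorbance ratio.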
Pin1 inh: blocks the human prolyl isomerase Pin1; Pin1 FP peptide displacement, HiFluor488, 10 min; Potency, µM (titrated, usually from 115 µM), inactives show at the highest dose activity, negative = inhibition, actives largely listed as inhibitors; hit rate 0.009% among 390,000; active means well fitted inhibition curve with a large enough effect in the polarisation, with a control signal flat, not every such curve was filed as active; inconclusive means small, poorly fitted or top-dose-only effect, or effect the other way, or a change in a side signal; inactive means no such curve, though single readings can be large or run the other way; the % refers to the polarisation; further: on the % scale 0 is the no-effect control and ±100 the full control effect
Target sequence (Q13526 whole entry, looked up): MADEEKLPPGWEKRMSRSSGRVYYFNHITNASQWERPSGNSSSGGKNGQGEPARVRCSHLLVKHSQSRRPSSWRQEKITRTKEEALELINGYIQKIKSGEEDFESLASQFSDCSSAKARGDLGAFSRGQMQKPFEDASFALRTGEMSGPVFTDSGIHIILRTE
ERG-DNA inh: ERG Ets/DNA interaction inhibition. AID 624246. Potency, µM (highest dose often 76.9 µM), inactives show at the highest dose FP activity, negative = inhibition, actives largely listed as inhibitors. fluorescence polarization, His-ERG Ets domain / labelled DNA. hit rate 0.028% among 370,000; active means well fitted inhibition curve with a large enough effect in the polarisation, with a control signal flat; inconclusive means small, poorly fitted or top-dose-only effect, or effect the other way, or a change in a side signal; inactive means no such curve, though single readings can be large or run the other way; the % refers to the polarisation;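 further: polarization taken with two DNA probes labelled with fluorescein and Texas red; % of control where 0% means no effect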
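His-tagged ERG Ets domain (1 uM in the protein solution; 300mM KCl, 50mM Tris-HCl, 1mM EDTA, 1mM DTT, pH 7.5) received compound, then a probe mix of 5 nM fluorescein-DNA and 100nM Texas-615-DNA. Fluorescence polarization was read for both dyes.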
Numbers without * were called inactive; i = inactive; ? = inconclusive; . = not tested or not shown; & = joins results of further samples; [ ] = another dose, or the depositor's remark. Unless noted, the call rests on the fitted dose curve; in most records, active means well fitted curve in the direction sought with a large enough effect; inconclusive means small, poorly fitted or top-dose-only effect, or another doubt; inactive means no such curve, though single readings can be large; an effect the other way counts as inactive or inconclusive. Potency means the concentration at half of the fitted maximal effect. Not all compounds are listed (hit frequency here may not be typical).

SMILES	RGS4 inhibitor	GLS inh	JMJD2A Tudor inh	rTrxR1 inhibitor	Tb PGK inh	HP1b chromo inh	12-LOX inh	Pin1 inh	ERG-DNA inh
CC(C)C[C@H](NC(=O)OC(C)(C)C)C(=O)N1CCC(C(=O)N[C@@H](Cc2c[nH]c3ccccc23)C(=O)O)CC1	-8%	-7%	3%	2%[57.1 µM]	6%	16%	?	-7%	0%
Cc1cnc(C(=O)OCC(=O)Nc2cc(Cl)ccc2C#N)cn1	2%	6%	-14%	12%[57.1 µM]	-5%	5%	-4%	10%	3%
Cc1cccc(C)c1NC(=S)N(CCCN1CCCCC1)Cc1ccco1	11%	4%	-21%	7%	12%	-1%	0%	0%	0%
C=CCNC(=O)c1ccccc1S(=O)c1ccccc1C#N (centres undefined)	-11%[11.4 µM]	-10%	-18%[11.4 µM]	11%[57.1 µM]	i	40%[activator]	1%	3%	-19%
Cc1ccc(-n2nc(C)c3c(C)c(CCC(=O)O)c(C)nc32)cc1C	-2%	-1%	-14%	19%	-2%	34%	5%	0%	5%
COc1ccc(C)c2sc(N(Cc3cccnc3)C(=O)CCc3ccccc3)nc12	-15%	-3%	-23%	19%[57.1 µM]	2%	29%	-32%	18%	0%
COc1ccc(C(CNC(=O)c2cccc(Br)c2)N2CCCC2)cc1 (centres undefined)	-11%	13%	-20%	4%	-7%	2%	?	3%	-9%
COC(=O)c1ccc(-c2noc(CN3CCCC(CNC(C)=O)C3)n2)cc1 (centres undefined)	-8%	-9%	0%	21%[57.1 µM]	-8%	27%	3%	-2%	-19%
S=C(N/N=C/c1ccc2c(c1)OCO2)NC1CC2CCC1C2 (centres undefined)	-7%	-15%	-14%	14%[57.1 µM]	5%	3%	-44%	-2%	-2%
COc1ccc(OCCn2cc(C(=O)C3CCCCC3)c3ccccc32)cc1	26%	0%	4%	26%	-4%	8%	-19%	12%	4%
CC1CCCN(C2(O)C(=O)Nc3c(C(F)(F)F)cccc32)C1 (centres undefined)	-7%	-1%	4%	2%	.	60%[activator]	10%	-12%	-4%
CC(NC(=O)c1cc(-c2ccncc2)nc2ccc(Cl)cc12)C1CCCO1 (centres undefined)	0%	16%	-12%	-16%	8%	18%	13%	6%	-5%
O=C(COc1ccccc1Br)N1CCN(c2ccccc2)CC1	10%	25%	-11%	21%	-5%	6%	-1%	-2%	5%
COc1ccc(CNC(=O)CN(c2ccc(C)cc2)S(=O)(=O)c2c(C)nn(C)c2C)cc1	6%	-2%	-14%	7%	-6%	35%[activator]	5%	3%	-1%
O=C(NCC1CCCO1)C(=O)N/N=C/c1cc(Cl)ccc1O (centres undefined)	14%	17%	40µM*	-9%	6%	31%	2%	2%	0%
CCN(CC(=O)N1CCCCCC1)S(=O)(=O)c1ccc(C)cc1	7%	5%	-14%	21%	-4%	18%	11%	0%	0%
COC(=O)CNS(=O)(=O)c1ccc(C)cc1	-14%	0%	-36%	8%[57.1 µM]	4%	-6%	0%	-2%	-1%
COc1ccc(OC)c(NC(=O)CCCNC(=O)c2ccc(Cl)cc2)c1	7%	-3%	-9%	-7%	i	23%	0%	-3%	-3%
CCC(C(=O)Nc1cc(C)nn1-c1nc(C)cc(C)n1)c1ccccc1 (centres undefined)	-6%	6%	-18%	6%	-2%	18%	0%[57.4 µM]	1%	-1%
Cc1ccccc1C(=O)N1CCC(C(=O)Nc2ccc(C)c(S(=O)(=O)N3CCCCC3)c2)CC1	-8%	-8%	-28%	12%	-2%	4%	17%	1%	-10%
O=C(NCC1OCCc2ccccc21)C1COc2ccccc2O1 (centres undefined)	4%	2%	-4%	24%[57.1 µM]	i	35%[activator]	.	-3%	3%
COc1ccccc1NC(=O)c1ccc(Cl)c(S(=O)(=O)N2CCOCC2)c1	-21%	4%	-8%	-8%	-8%	8%	-1%	-1%	1%
Cc1sc2ncnc(N3CCC(C(=O)Nc4cc(C(F)(F)F)ccc4OCC(F)(F)F)CC3)c2c1C	-3%	3%	-26%	14%	-5%	26%	-4%	3%	18%
Nc1nc2ccc([N+](=O)[O-])c(N)c2s1	?	0%	-30%	-12%	-5%	-9%	?	?	7%
O=C(CCS(=O)(=O)c1cccc2nsnc12)N1CCN(Cc2ccc3c(c2)OCO3)CC1	-8%	-2%	-8%	-8%[57.1 µM]	3%	21%	-17%	7%	-4%
CC(=O)Nc1ccc(SCC(=O)N(C)CC(=O)Nc2ccccc2Cl)cc1	-41%	-9%	-18%	40%[activator][57.1 µM]	i	30%	-18%	12%	1%
CCC(=O)Nc1nnc(SCc2cc(=O)c3cc(C)ccc3[nH]2)s1	4%	1%	-14%	10%[57.1 µM]	-5%	17%[57 µM]	?	15%	-5%
CNc1c(NS(=O)(=O)c2ccc(C3CCCCC3)cc2)c(=O)oc2ccccc12	-1%	2%	-1%	35%	-1%	24%	?	0%	14%
OCCN(Cc1ccccc1)C(=S)Nc1ccc(F)cc1	-20%	6%	4%	8%	-12%	37%	-7%	-2%	10%
COc1cccc(NC(=O)CNC(=O)c2ccc([N+](=O)[O-])cc2)c1	-8%	-8%	1%	13%	-5%	32%	4%	-7%	-17%
CCOC(=O)c1cc(NC(=O)C2C3C=CC(O3)C2C(=O)O)cc(C(=O)OCC)c1 (centres undefined)	16%	9%	-15%	-5%	-11%	12%	0%	-2%	13%
O=C(CN1C(=O)/C(=C2\SC(=S)N(CCS(=O)(=O)O)C2=O)c2ccccc21)Nc1cccc(Br)c1	?	14%	50µM*	?	?	50µM*	?	.	-2%
CCOC(=O)c1c(-c2ccc(OC)cc2)csc1/N=C/C1C(=O)CCCC1=O	-50%	-3%	?	-1%	-7%	-17%	8%	?	17%
O=NN(CCCl)C(=O)NCCCl	-3%[56.9 µM]	-2%&-3%	-5%	8%[57.1 µM]	i	25%	?	-4%	-7%
CC(C)c1ccc(CN2C(=O)NC3(CCCCCC3)C2=O)cc1	-40%	-3%	-31%[57.1 µM]	6%[57.1 µM]	-4%	-1%	-11%	3%	-9%
CCN(Cc1ccccc1)C(=O)C1CCC(CNc2c(N3CCOCC3)c(=O)c2=O)CC1 (centres undefined)	4%	1%	-17%	16%	-5%	26%	6%	1%	10%
Cc1noc(C)c1C(=O)OC(C)C(=O)Nc1ccc(S(=O)(=O)NC(C)C)cc1 (centres undefined)	4%	-2%	-12%	-10%	i	35%	-21%	-2%	4%
COc1ccccc1-c1noc(CCC(=O)Nc2ccccc2Cl)n1	-44%	?	-22%	8%[57.1 µM]	-4%	18%	?	5%	2%
COc1ccc2c(c1)C(c1ccccc1)=NNC(c1ccco1)=N2	6%	1%	?	-6%	.	-22%	8%	-5%	.
CCCC(=O)N1c2ncnn2C2(CCCCC2)[C@@H]2CCCC[C@@H]21	23%	1%	-3%	11%	1%	37%[activator]	-20%	3%	1%
Cc1ccc(NC(=O)C2CCCN(S(=O)(=O)c3cccs3)C2)cc1 (centres undefined)	28%	0%	-25%	26%[57.1 µM]	-6%	11%	-4%	6%	-10%
O=C(NCc1ccccc1)c1ccc(NC(=O)N2CCSc3ncccc32)cc1	3%	-3%	-8%	-22%	2%	31%	-9%	6%	0%
COC(=O)c1ccccc1S(=O)(=O)N(CCCN1CCOCC1)Cc1cccs1	10%	3%	7.9µM*	2%	3%	?	22%	-9%	-8%
COc1ccc(/C=N/NC(N)=S)cc1OC(=O)c1cccc2ccccc12	-1%[11.4 µM]	18%	-21%[57.1 µM]	22%[57.1 µM]	5%	-10%	16µM*	2%	-3%
O=C(C/C=N\OCc1ccc([N+](=O)[O-])cc1)Nc1ccc(F)cc1F	5%	1%	-14%[57.1 µM]	12%[57.1 µM]	6%	26%	-18%	2%	-1%
COc1ccc(CCNC(=O)CSc2nc(O)c(CC(C)C)c(=O)[nH]2)cc1OC	12%	4%	-21%	10%[57.1 µM]	i	11%	-14%	10%	2%
CCOc1ccc(NC(=O)CSc2nc(-c3ccc(F)cc3)cc(C(F)(F)F)c2C#N)cc1	10%	-5%	4%	7%	3%	48%[activator]	8%	?	1%
CSc1cccc(NC(=O)CN2C(=O)CCc3cc(S(=O)(=O)N4CCCCC4)ccc32)c1	3%	-6%	-29%	18%[57.1 µM]	-3%	-9%	-12%	14%	0%
CNC(=S)N/N=C/c1ccc(OCC(=O)Nc2c(C)cc(C)cc2C)c(OC)c1	24%	11%	-14%	?	-8%	26%	-23%	9%	-9%
CC(C(=O)NCc1cccs1)N1C(=O)c2ccccc2C1=O (centres undefined)	6%	-1%	3%	-2%	2%	25%	.	-2%	-8%
O=C(Nc1c2c(nn1-c1ccc([N+](=O)[O-])cc1)CS(=O)(=O)C2)c1ccccc1F	-3%[56.9 µM]	-5%	-13%	15%[57.1 µM]	6%	58%[activator]	-4%	-1%	2%
Cc1ccc(CSc2nc3c(c(=O)[nH]c(=O)n3C)n2CCC(C)C)cc1	7%	-5%	-14%	16%	-4%	25%	-1%	-10%	3%
